# From PubChem
# MT1-MMP txn act = activates MT1-MMP transcription. HT1080 MT1-MMP promoter luciferase reporter, luminescence, overnight; active compounds read high. activation factor at 10 µM. hit rate 0.16% among 86,000;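 active = activation factor of at least 2 for MT1-MMP transcription at 10 µM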
# ERa coact inh = ER-alpha (human) coactivator binding inhibition. P03372. TR-FRET ER-alpha LBD / SRC-1 peptide, estradiol-bound. inhibition, % at 25.6 µM. hit rate 1.7% among 86,000. AID 629; in the data active = inhibition above about 50%;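 also: 0% = receptor plus peptide control and 100% = peptide only without receptor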
# ERa coact pot = ER-alpha (human) coactivator binding potentiation. P03372. TR-FRET ERalpha-LBD/SRC-Cy5 coactivator binding, 2 h; 100 = basal binding, no effect. coactivator binding (% of control), % at 25.6 µM. AID 639. hit rate 1.3% among 86,000; in the data active = activity above about 200%;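 also: binding measured in presence of low estradiol as agonist stimulus; 0% = peptide alone without receptor and 100% = receptor with peptide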
# ERb coact inh = ER-beta (human) coactivator binding inhibition | hit rate 1.3% among 86,000 | TR-FRET ER-beta LBD / SRC1-Cy5 peptide binding; receptor agonist-loaded with 1 µM estradiol | Q92731 | inhibition, % at 25.6 µM | AID 633;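 active = compounds whose percent inhibition of the receptor-coactivator binding signal exceeds about 50% in the single-dose screen, limit read from the data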;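 also: 0% = receptor plus peptide wells without compound and 100% = peptide-only wells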
# Target sequence (Q92731 whole entry, looked up, the tested form may be a part): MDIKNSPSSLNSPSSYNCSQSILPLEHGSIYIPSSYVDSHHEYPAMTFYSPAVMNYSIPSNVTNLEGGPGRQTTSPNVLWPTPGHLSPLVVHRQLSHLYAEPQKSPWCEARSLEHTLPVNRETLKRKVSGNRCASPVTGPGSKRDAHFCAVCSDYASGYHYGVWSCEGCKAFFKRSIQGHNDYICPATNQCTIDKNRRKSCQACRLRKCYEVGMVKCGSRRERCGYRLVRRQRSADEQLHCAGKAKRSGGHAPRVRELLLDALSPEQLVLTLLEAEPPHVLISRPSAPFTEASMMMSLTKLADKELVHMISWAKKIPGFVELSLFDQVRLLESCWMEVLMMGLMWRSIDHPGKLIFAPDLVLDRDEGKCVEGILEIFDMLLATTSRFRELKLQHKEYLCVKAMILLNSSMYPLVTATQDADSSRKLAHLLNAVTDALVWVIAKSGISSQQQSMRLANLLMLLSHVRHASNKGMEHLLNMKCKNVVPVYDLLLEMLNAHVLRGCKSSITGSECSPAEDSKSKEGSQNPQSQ
# H69AR growth 86K = blocks growth of human H69AR lung tumor cells | AID 598 | H69AR lung tumor viability, ATP luminescence, 72 h; active compounds read low | hit rate 6% among 85,000 | viability, % at 10 µM;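 active = viability at or below 40%; inactive = viability above 40%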;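 also: multidrug resistant small cell line overexpressing MRP-1 efflux transporter; 100% = mean luminescence of untreated control wells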
# Smad3 inh = blocks human Smad3 binding to FoxH1 peptide; inhibition, % at 25 µM; AID 630; hit rate 0.29% among 88,000; P84022; TR-FRET Smad3/Dy647-FoxH1 peptide binding, europium anti-His;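 active = compounds that reduce the energy-transfer binding signal between the protein and its labelled peptide by more than half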;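 also: 0% = Smad3 plus labelled peptide maximal FRET and 100% = peptide-only background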
# Target sequence (P84022 whole entry, looked up): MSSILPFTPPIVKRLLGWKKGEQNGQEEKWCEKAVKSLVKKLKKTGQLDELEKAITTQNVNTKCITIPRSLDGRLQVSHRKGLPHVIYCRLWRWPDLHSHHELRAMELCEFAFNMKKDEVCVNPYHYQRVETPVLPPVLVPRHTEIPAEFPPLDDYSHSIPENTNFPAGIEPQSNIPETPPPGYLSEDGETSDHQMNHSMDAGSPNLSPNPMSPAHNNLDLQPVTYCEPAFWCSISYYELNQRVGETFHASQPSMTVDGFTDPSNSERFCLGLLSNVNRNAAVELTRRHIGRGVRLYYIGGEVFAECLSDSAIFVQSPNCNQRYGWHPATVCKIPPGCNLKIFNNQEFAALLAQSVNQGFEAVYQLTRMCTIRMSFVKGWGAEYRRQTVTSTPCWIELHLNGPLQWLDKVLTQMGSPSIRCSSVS
# HUVEC prolif 384 = inhibitors of human endothelial cell proliferation; HUVEC proliferation, CellTiter-Glo luminescence, 72 h; active compounds read low; viability, % at 10 µM (by protocol); hit rate 1.1% among 86,000;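 active = viability at or below 30%; inactive = viability above 30%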;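 also: 100% = median luminescence of DMSO-only cell control wells on each plate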
# Lung fibro prol = blocks proliferation of human lung fibroblasts | hit rate 1.1% among 85,000 | AID 719 | viability, % at 10 µM | LL 47 human lung fibroblast viability, ATP luminescence; active compounds read low;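 active = viability at or below 50% in the single dose screen; inactive = viability above 50%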;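 also: compound exposure lasted 72 h before the ATP readout; 100% = median luminescence of untreated cell-only wells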
#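 Assay system: human lung fibroblast line LL 47, low passage. Input: 1,150 fibroblasts seeded per well. Times: overnight cell rest, 72 h compound treatment at 37 °C. Evaluation: % viability of median cell-only signal. Technique: luminescent ATP detection, CellTiter-Glo. Control set: cell-only wells, no compound.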
# Mac1 fbg enh = enhancers of human CD11b/CD18 binding to fibrinogen; P05107+P11215; K562 CD11b/CD18 adhesion to fibrinogen, ATPlite luminescence; activation, % at 10 µM; hit rate 0.07% among 93,000; AID 1499;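 active = 10 µM primary screen giving 50% or more activity, confirmed by 40% or more on retest at that dose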; also: strong numbers were not always called active
# * = called active by the depositor; . = no result given; [ ] = another dose, or the depositor's remark. The list is partial; count on the stated rates, not on these rows.
Molecule	MT1-MMP txn act	ERa coact inh	ERa coact pot	ERb coact inh	H69AR growth 86K	Smad3 inh	HUVEC prolif 384	Lung fibro prol	Mac1 fbg enh
O=C(CCN1C(=O)COc2ccccc21)NCCCN1CCN(c2ccc(F)cc2)CC1	1.2	-7	113	-7	81	-9	88	101	.
CCc1cccc(N=c2c([N+](=O)[O-])nn(-c3ccc(Cl)cc3)n2O)c1	1.2	-6	81	-1	71	11	76	92	-1
O=C(CCN1C(=O)c2ccccc2C1=O)N(CCO)Cc1ccccc1	1.1	0	89[fluorescence artefact?]	15	91	-20	94	98	.
O=C(COC(=O)C1CC(=O)N(Cc2ccco2)C1)c1ccc(OC(=O)c2ccccc2)cc1 (centres undefined)	1.3	14	159	11	67	8	91	96	.
O=C(O)CC(c1ccc(Cl)cc1)n1cccc1 (centres undefined)	1.1	4[fluorescence artefact?]	106	7[fluorescence artefact?]	97	-3	101	99	.
CC12CC3CC(C)(C1)CC(CN)(C3)C2	1	-1	108	-4	75	9[fluorescence artefact?]	103	96	5
Cc1cc(C)nc(NC2=NCCN2C(=O)Nc2ccc(Cl)c(Cl)c2)n1	.	-54	970*	14[fluorescence artefact?]	22*	10[fluorescence artefact?]	65	85	.
CC(=O)C(C)Oc1ccc2c3c(c(=O)oc2c1)CCCCC3 (centres undefined)	1.9	3	82[fluorescence artefact?]	1	64	12	101	97	1
O=C(NCC(c1cccnc1)N1CCN(c2ccccc2)CC1)C1CCCCC1 (centres undefined)	1	-8	93	-14[fluorescence artefact?]	78	-5	88	90	0
CN(c1ccccc1C(=O)Nc1ccc(S(=O)(=O)N2CCCCC2)cc1)S(C)(=O)=O	1	-15	106	4	87	25[fluorescence artefact?]	98	103	-2
N=c1n(CCO)c2ccccc2n1CCOc1ccc(Cl)cc1Cl	1	-59[fluorescence artefact?]	99	2	20*	6	2.1*	58	-6
COC(=O)C(CC(C(=O)OC)C(=O)OC)C(=O)OC	1.1	5	124	4	101	10	101	104	-3
CCCc1[nH][nH]c(=O)c1C(c1ccc(Cl)cc1)C(C#N)C#N (centres undefined)	1.2	-3	45	-13	85	7	84	102	.
Cc1ccc(N=Cc2c(O)n(-c3ccc4c(c3)OCO4)c(=O)c3ccccc23)cc1	1	69*	31[fluorescence artefact?]	34	9.1*	-10	21*	72	0
CN1CCN(C(=O)CSc2nc(-c3cccs3)ccc2C#N)CC1	1.4	46	81[fluorescence artefact?]	43	81	3	85	104	5
CC(NC(=O)Cc1ccsc1)c1ccc(S(N)(=O)=O)cc1 (centres undefined)	1.1	-18	118	-4	97	9	90	90	4
CCOC(=O)N1CCN(CC(=O)c2c[nH]c3ccc(F)cc23)CC1	1.1	-3	99	-11	93	-15	94	89	-2
Cc1c(Cl)cccc1N(CC(=O)N1CCCCCC1)S(C)(=O)=O	1.1	2	106	-2[fluorescence artefact?]	86	8	91	106	-1
C=CCC(=O)OCC(=O)Nc1ccc(Oc2ccccc2)cc1	1.1	0	113	-15	62	8[fluorescence artefact?]	75	99	0
COc1cccc(-n2c(Cc3cc(=O)[nH]c(=O)[nH]3)nnc2SCC(=O)N2CCCC2)c1	1	-9	135	-13	83	1	99	99	2
COCCNC(=O)CN(CCc1ccccc1)S(=O)(=O)c1ccc(OC)cc1	1.2	-1	88	-2	100	-4	100	104	2
COCCn1c(=N)c(C(=O)NCc2ccco2)cc2c(=O)n3ccccc3nc21	1.2	2	107[fluorescence artefact?]	24[fluorescence artefact?]	.	-1	86	94	-2
CCn1c(SCC(=O)Nc2oc(-c3ccccc3)c(-c3ccccc3)c2C#N)nnc1-c1cc(OC)cc(OC)c1	1.1	37[fluorescence artefact?]	116	7	128	12	99	109	-4
O=c1n(-c2ccccc2)c(=O)n2n1CCC2	1.1	20	101	2	98	7	110	105	-2
CC(=O)Nc1sc2c(c1C(=O)N1CCOCC1)CCCCC2	1	-27[fluorescence artefact?]	86	24[fluorescence artefact?]	102	-17	97	105	-3
Cn1nnc2cc(NC(=O)N3CCN(c4ccccn4)CC3)ccc21	1	-12	102	-11	79	-2	90	105	12
O=C(O)CCC(=O)c1ccc2c(c1)OCCO2	1.2	1	125	-4	103	5	97	95	-1
CCCCCCCCCCSc1n[nH]c(NC(C)=O)n1	1.2	5	100	4	74	6	88	77	9
Cc1ccc(CC(NC(=O)c2ccccc2)C(=O)NCC(=O)O)cc1 (centres undefined)	1.1	3[fluorescence artefact?]	104	0[fluorescence artefact?]	97	-3	100	99	-4
COC(=O)C1=C(C)N(CC2CCCO2)C(=O)C1 (centres undefined)	1.1	-17	99	-3	92	8	90	98	0
CN(C)c1nc2c(c(=O)[nH]c(=O)n2C)n1Cc1ccccc1Br	1.1	13	92	16	85	-2	79	95	.
COC(=O)Nc1nnc(-c2ccccc2Cl)s1	1.1	1	112	2	93	6	94	95	-2
CCCC(c1nnnn1CC(=O)OCC)N(Cc1cc2ccc(C)cc2[nH]c1=O)C1CCCC1 (centres undefined)	1.1	4	120	-2	104	19[fluorescence artefact?]	86	97	-2
O=C(c1cc2c(s1)-c1ccccc1OC2)N1CCN(c2ccccc2)CC1	.	4[fluorescence artefact?]	153[fluorescence artefact?]	1[fluorescence artefact?]	88	-1	97	102	-2
COc1ccc(NC(=O)C2C3C=CC(C3)C2C(=O)NCc2ccccn2)c(OC)c1 (centres undefined)	1.1	-31	97	-16	93	12	86	92	.
COc1ccc(NC(=O)Cn2cc(C(=O)c3ccco3)c3ccccc32)cc1	1.2	25	67[fluorescence artefact?]	2	96	12	103	94	-1
Cc1ccc(-n2ncc3c(=O)[nH]c(SCC(=O)N4CCC(C)CC4)nc32)cc1C	1.1	8	346*[fluorescence artefact?]	18[fluorescence artefact?]	79	25[fluorescence artefact?]	80	108	-3
O=C(NC(Cc1c[nH]c2ccccc12)C(=O)O)c1ccco1 (centres undefined)	1.3	-6	112	1	88	6	96	96	-2
COc1ccc(S(=O)(=O)N(C)c2ccc(C(=O)NCCC(C)C)cc2)cc1	1.2	7[fluorescence artefact?]	116	1[fluorescence artefact?]	79	69*	87	99	2
O=c1cc(CSc2nnc(-c3ccco3)o2)c2ccccc2[nH]1	1.2	10	89	16	97	-6	94	105	2
CCOc1cc(S(=O)(=O)N2CCCCC2)ccc1F	1.2	-3	87	-3	102	-6	100	96	-2
CCCCOC(=O)n1c(=S)oc2cc(Cl)ccc21	1.9	37[fluorescence artefact?]	59	24[fluorescence artefact?]	91	-11	78	99	.
Cc1cc(NC(=O)C(C)C)ncc1NC(=O)CCc1ccccc1	1.3	-11	100	0	94	-6	102	106	.
COc1cccc(-n2ccnc2SCC(=O)Nc2nccs2)c1	1.2	2	105	-4	85	12	102	100	.
COc1ccc(NC(=O)C(C)N2c3cccc4cccc(c34)S2(=O)=O)cc1OC (centres undefined)	1.1	21[fluorescence artefact?]	87[fluorescence artefact?]	10[fluorescence artefact?]	84	-14	53	101	.
CC1CCCN(S(=O)(=O)c2ccc(C(=O)Nc3nnc(-c4ccccc4Cl)o3)cc2)C1 (centres undefined)	0.9	2[fluorescence artefact?]	132	-2[fluorescence artefact?]	31*	7	3.9*	47*	2
NC(=O)COc1c(-c2ccccc2)oc2ccccc2c1=O	0.9	-17	113	-27[fluorescence artefact?]	100	5	90	101	-3
Cc1cc(NC(=O)CCC(=O)N(c2ccc(F)cc2)C2(C(=O)NC3CCCCC3)CCCC2)no1	1.1	1	115	-5	82	-5	86	98	-3
CC(C)OC(=O)c1c2nc3ccccc3nc2n2c1[nH]c(=O)c1ccccc12	1.1	15[fluorescence artefact?]	176[fluorescence artefact?]	15[fluorescence artefact?]	33*	13[fluorescence artefact?]	65	63	44
CC1(C)CC(NCc2ccc3c(c2)OCO3)CCO1 (centres undefined)	1.1	-7	103	-16[fluorescence artefact?]	84	-1	90	100	.
C=CCn1c(C)c(C(C)=O)c(SC)nc1=S	1	7	100	6	95	1	99	96	-2
COc1cc2nc(COc3ccc(C#N)cc3)n(CC#N)c(=O)c2cc1OC	1	18[fluorescence artefact?]	77	2	102	1	90	95	0
CN(C)c1cccc(C(=O)NC2CCCCCC2)c1	1.5	-6	91	-8	100	-4	96	93	-1
COC(=O)C1=C(N)Oc2cc(C)n(CCN3CCOCC3)c(=O)c2C1c1cccnc1 (centres undefined)	1.1	0	106	-1[fluorescence artefact?]	89	4	94	100	-3
Cc1cccc(NC(=O)CCSc2nncn2C)c1	1.2	0	100	-3	95	-5	107	96	.
CCOC(=O)C1CCCN(C(=O)CCCn2nc(C)n3c(cc4sccc43)c2=O)C1 (centres undefined)	1	-2	107	-5	85	-3	102	95	-1
O=C1CSC(c2ccc(Cl)cc2)N1C1CCCCC1 (centres undefined)	1.2	-4	81	-8	86	-29	108	105	-8
CC(NC(=O)CCC(=O)NC(C)C1COc2ccccc2O1)C1COc2ccccc2O1 (centres undefined)	1.1	-1	115	-3	111	35[fluorescence artefact?]	112	101	-7
CCOC(=O)CSc1nnc(Cn2c(=O)sc3ccccc32)n1-c1ccccc1C	1	4[fluorescence artefact?]	98	2[fluorescence artefact?]	92	-11	88	96	.
CCC(=O)Nc1ccc2c(c1)nc(CN1CCN(C(C)=O)CC1)n2C	1	-9	100	-11	91	8	98	99	-5

# (continued)
Molecule	MT1-MMP txn act	ERa coact inh	ERa coact pot	ERb coact inh	H69AR growth 86K	Smad3 inh	HUVEC prolif 384	Lung fibro prol	Mac1 fbg enh
CCOC(=O)Oc1ccc2oc(C)c(C(=O)OCCOC)c2c1	1.1	-2	88	8	90	-10	91	108	.
CCOC(=O)/C(C#N)=C1/CCCCCN1C	1	-2	109	-2	76	-6	96	101	-6
CNC(=O)c1cc2c(=O)n3cc(C)ccc3nc2n(Cc2ccco2)c1=N	1	4[fluorescence artefact?]	87[fluorescence artefact?]	32[fluorescence artefact?]	90	1[fluorescence artefact?]	84	97	-3
COc1ccc(NC(=O)C2=C(C)C(=O)OC23CCC(C)CC3)c(OC)c1 (centres undefined)	1.1	-11	108	-2	97	-4	82	92	2
Cc1cc(C(=O)Nc2ccc3c(c2)OCO3)cs1	0.8	-2[fluorescence artefact?]	114[fluorescence artefact?]	9	91	-3	87	105	-1
CSCCC(NC(=O)c1ccccc1)C(=O)NC1CCCC1 (centres undefined)	1.2	2	44	5	.	-3	96	103	0
COc1ccc(Cl)cc1C(=O)Nn1cnc2ccccc2c1=O	1.2	1	78	11	101	-4	115	114	.
Cc1ccc(-n2nc(C)c(C3C(C#N)=C(N)OC4=C3C(=O)CCC4)c2Cl)cc1 (centres undefined)	1.1	-7	97	-14	51	3	91	92	-4
COCCN1Cc2cccc(C(=O)N3CCN(c4ccccc4)CC3)c2C1=O	0.9	1	112	5	102	4	108	104	-1
COc1ccc(C2C(C#N)=C(C)NC3=C2C(=O)c2ccccc23)cc1 (centres undefined)	1	7	126[fluorescence artefact?]	3	95	12[fluorescence artefact?]	64	96	1
COc1ccc(Nc2nc(C)cc(C)c2C#N)cc1OC	1	-12	115	2[fluorescence artefact?]	89	-9	104	102	5
Cc1ccc2[nH]cc(C(=O)CN3CCN(c4ccccn4)CC3)c2c1	1.1	4	103	5	89	-10	94	110	-4

# Single records (already shown).
# Results for Cc1ccc(-n2nc(C)c(C3C(C#N)=C(N)OC4=C3C(=O)CCC4)c2Cl)cc1 (centres undefined) → MT1-MMP txn act = 1.1; ERa coact inh = -7; ERa coact pot = 97; ERb coact inh = -14; H69AR growth 86K = 51; Smad3 inh = 3; HUVEC prolif 384 = 91; Lung fibro prol = 92; Mac1 fbg enh = -4
# Results for COc1ccc(NC(=O)C2=C(C)C(=O)OC23CCC(C)CC3)c(OC)c1 (centres undefined) → MT1-MMP txn act = 1.1; ERa coact inh = -11; ERa coact pot = 108; ERb coact inh = -2; H69AR growth 86K = 97; Smad3 inh = -4; HUVEC prolif 384 = 82; Lung fibro prol = 92; Mac1 fbg enh = 2
